Apoferritin bind: binds horse apoferritin like a general anesthetic; 350,000 tested, 0.074% active; AID 485281; apoferritin/1-aminoanthracene competitive binding, fluorescence; Potency, µM (top dose mostly 77.5 µM), for inactives: at the highest dose activity change, negative = displacement, actives largely listed as inhibitors; P02791; also: % is scaled to controls: 0 for no effect and ±100 for the full control effect; nearly all actives have a fitted effect of over 20% in size
Target sequence (P02791 2-175 limits assumed): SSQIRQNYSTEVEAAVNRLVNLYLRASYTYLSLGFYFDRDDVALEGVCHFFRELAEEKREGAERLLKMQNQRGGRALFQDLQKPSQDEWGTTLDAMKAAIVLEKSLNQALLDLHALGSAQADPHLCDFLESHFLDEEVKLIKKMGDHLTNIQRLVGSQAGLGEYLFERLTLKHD
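Probe: 1-aminoanthracene (50% saturated, PBS). Protein: horse-spleen apoferritin, 10 uM. Incubation: 10 min, room temperature. Detection: 380 nm excitation, 535 nm emission. Analysis: normalized response, four-parameter Hill.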
BAZ2B block: inhibitors of human BAZ2B bromodomain. AlphaScreen BAZ2B-H3K14Ac peptide displacement. 360,000 tested, 4.4% active. Potency, µM (titrated, usually from 114 µM), without a hit: top-dose activity change, negative = inhibition, actives largely listed as inhibitors. Q9UIF8; also: % is scaled to controls: 0 for no effect and ±100 for the full control effect; nearly all actives have a fitted effect of over 60% in size
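BAZ2B (50 nM) with biotin-H3(5-23)K14Ac peptide (50 nM) in PBS pH 7.4, 0.01% Tween-20, preformed 30 min, then compound 30 min at room temperature; top concentration 110uM. AlphaScreen streptavidin donor/nickel chelate acceptor beads (10 ug/mL final), 20 min dark, signal read.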
Pol kappa inh: inhibitors of human DNA polymerase kappa. Q9UBT6. purified Pol kappa, fluorescent DNA synthesis assay, 10 min. Potency, µM (titrated, usually from 107 µM), for the others: at the top dose activity, negative = inhibition, hits mostly inhibitors. 400,000 tested, 0.53% active; also: % is scaled to controls: 0 for no effect and ±100 for the full control effect
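Pol kappa 10 nM + cpd, 15 min RT; start w/ substrate 50 nM final; fluorescence kinetic read, 0 and 10 min. Neg ctrl: buffer, no enzyme.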
G9a block: G9a (human) methyltransferase inhibition; Q96KQ7; Potency, µM (top dose mostly 102 µM), inactives show at the highest dose activity, negative = inhibition, most hits filed as inhibitors; 350,000 tested, 8.8% active; G9a H3K9 monomethylation, AlphaScreen, 2 h; AID 504332; also: % is scaled to controls: 0 for no effect and ±100 for the full control effect; nearly all actives have a fitted effect of over 75% in size
Target sequence (Q96KQ7 913-1193 limits assumed): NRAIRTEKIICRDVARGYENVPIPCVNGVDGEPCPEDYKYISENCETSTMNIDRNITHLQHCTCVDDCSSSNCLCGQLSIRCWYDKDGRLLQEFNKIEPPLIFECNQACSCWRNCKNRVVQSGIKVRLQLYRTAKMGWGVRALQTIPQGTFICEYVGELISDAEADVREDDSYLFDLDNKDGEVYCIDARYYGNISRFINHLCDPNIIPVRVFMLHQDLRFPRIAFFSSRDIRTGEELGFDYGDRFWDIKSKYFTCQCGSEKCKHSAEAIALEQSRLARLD
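Signal arises when biotinylated H3K9 peptide, once monomethylated, bridges streptavidin donor and antibody-captured acceptor beads. Enzyme at 20 nM was preincubated 15 min with test compounds; peptide 500 nM and SAM 20 uM then reacted for 2 h.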
Pol iota inh: inhibitors of human DNA polymerase iota; Q9UNA4; Pol iota fluorescent replication assay, 10 min; Potency, µM (highest dose often 115 µM), without a hit: at the top dose activity, negative = inhibition, most hits filed as inhibitors; 390,000 tested, 1% active
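Pol iota at 10 nM preincubated 15 min with compounds at room temperature; reaction started with fluorescent substrate, 50 nM final. Fluorescence read kinetically at 0 and 10 min; buffer-only wells as negative control.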
BLM helicase inh: inhibitors of human Bloom syndrome helicase BLM. recombinant BLM DNA unwinding, fluorescence dequenching. Potency, µM (top dose mostly 56.1 µM), without a hit: at the top dose activity change, negative = inhibition, actives largely listed as inhibitors. 350,000 tested, 0.2% active;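 also: plate controls were vehicle for no effect and no enzyme for full effect; nearly all actives have a fitted effect of over 35% in size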
Pol beta inh: DNA polymerase beta (human) inhibition. P06746. Pol beta primer extension/strand displacement, fluorescence kinetic. Potency, µM (top dose mostly 114 µM), without a hit: at the highest dose activity change, negative = inhibition, hits mostly inhibitors. 340,000 tested, 1.3% active; also: % is scaled to controls: 0 for no effect and ±100 for the full control effect
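Preincubation: enzyme (10 nM) with compound, 15 min, RT. Reaction: substrate added to 50 nM final. Reads: 0 and 10 min. Analysis: normalized, Hill fit.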
Pol eta inh: blocks human DNA polymerase eta activity. 390,000 tested, 1.2% active. Potency, µM (top dose mostly 114 µM), for inactives: top-dose activity change, negative = inhibition, most hits filed as inhibitors. recombinant Pol eta, fluorescent DNA replication assay. Q9Y253; also: % is scaled to controls: 0 for no effect and ±100 for the full control effect
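Pol eta at 10 nM preincubated with compounds 15 min at room temperature; reaction started with fluorescent substrate (50 nM final) and read kinetically at 0 and 10 min.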
APEX1 inh: blocks human APE1 abasic DNA cleavage | 350,000 tested, 0.35% active | Potency, µM (top dose mostly 65.8 µM), for the others: at the top dose activity change, negative = inhibition, hits mostly inhibitors | recombinant APE1, TAMRA/BHQ-2 abasic DNA cleavage fluorescence;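 also: plate controls were vehicle for no effect and reference inhibitor for full effect; nearly all actives have a fitted effect of over 55% in size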
Target sequence (P27695 whole entry, looked up): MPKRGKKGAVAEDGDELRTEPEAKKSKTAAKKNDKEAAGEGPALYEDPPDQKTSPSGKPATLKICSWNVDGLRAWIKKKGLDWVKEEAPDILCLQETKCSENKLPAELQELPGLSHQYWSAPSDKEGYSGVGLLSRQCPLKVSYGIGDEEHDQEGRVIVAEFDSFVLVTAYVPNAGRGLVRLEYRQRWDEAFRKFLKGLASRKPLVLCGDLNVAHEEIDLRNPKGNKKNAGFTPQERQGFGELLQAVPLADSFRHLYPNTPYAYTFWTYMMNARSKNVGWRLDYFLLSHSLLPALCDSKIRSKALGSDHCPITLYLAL
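0.75 nM APE1 + cpd, 15 min RT; start w/ 50 nM TAMRA/BHQ-2 THF-abasic dsDNA; kinetic fluor 525/598 nm ×3 reads @60 s; Δ(read3−read1); normalized to DMSO and NSC13755 control wells.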
Starred values were filed as active, the others as inactive; ? = inconclusive; · = not tested or not shown; & = joins results of further samples; ! = not confirmed by another sample; [ ] = another dose, or the depositor's remark. Calls follow the shape of the dose curve; as a rule, active = well fitted curve in the direction sought with a large enough effect; inconclusive = small, poorly fitted or top-dose-only effect, or another doubt; inactive = no such curve, though single readings can be large; an effect the other way counts as inactive or inconclusive. Potency is read from the fitted curve at half-maximal effect.

SMILES	Apoferritin bind	BAZ2B block	Pol kappa inh	G9a block	Pol iota inh	BLM helicase inh	Pol beta inh	Pol eta inh	APEX1 inh
Cc1ccc(/C(=C\CN2CCCC2)c2ccccn2)cc1	1%&-5%&4%&-6%	-16%	-16%[60.1 µM]	7.5µM*!	27%	-9%&-8%&-9%	17%[57.1 µM]	-13%	-5%&0%&0%&-6%
COc1ccc(CCNC(=O)CCc2c(C)nc3c4c(C)cc(C)nc4nn3c2C)cc1OC	-10%	-10%	-3%	-9%[59 µM]	-15%	6%	18%	6%	·
NS(=O)(=O)c1ccc(NC(=O)c2c(F)cccc2Cl)cc1	2%	-3%	0%	6%	34%[activator]	-2%	24%	-4%	1%
Cc1cc(S(=O)(=O)Nc2nc(CN3CCOCC3)nc3sc4c(c23)CCC4)ccc1F	·	·	-14%	·	?	·	·	?	15%
CC(=O)N1CCc2cc(Br)cc(S(=O)(=O)N3CCc4ccccc43)c21	-5%	-1%	1%	-32%	130%[activator]	-5%	-25%	-15%	11%
COc1cc(C(=O)Nc2ccc3c(c2)nc(C)n3C)cc(OC)c1OC	-8%	12%	-9%	·	-16%	-12%	16%	-14%	-5%
C(=C\CSc1ncn[nH]1)/CSc1ncn[nH]1	-10%	-6%	5%	8%[2.33 µM]	2%	-2%	-17%	-8%	1%
CC1(C)CNc2cc([N+](=O)[O-])ccc2S1	?	-3%	-8%	19%[59 µM]	27%	-6%	20%	0%	14%
CC(=O)N(CCC(c1ccco1)C(C)C)Cc1ccc(OC(C)C)cc1 (centres undefined)	-8%	-16%	-16%	20%	9%	-12%	-7%	-29%	0%
CSc1nc(-c2ccccc2)nc(N)c1C(C)=O	-1%	-3%	·	?	·	-3%	23%	·	11%
CCC1=C2CC[C@H]3C(=O)N(C)C(=O)[C@H]3[C@H]2[C@@]2(Cc3ccccc3)C(=NCC(=O)OC)OC(=O)N2C1=O	2%&4%	3%	11%	-1%[12.7 µM]	26%	3%&-2%	18%	-7%	18%&13%
COc1ccc2c(C)cc(Sc3nnnn3-c3ccccc3)nc2c1	1%	4%	-6%	70%[activator][59 µM]	-3%	-2%	22%	-7%	-1%
COCCCNC(=S)NNC(=S)Nc1cccc(Cl)c1	-6%	-26%	-2%	·	?	-6%	16%	-12%	-8%
COc1ccc(Oc2nc3c(c(=O)n(C)c(=O)n3C)n2Cc2cccc(OC)c2)cc1	-12%	-11%	-3%	-5%[12.7 µM]	29%	-4%	-1%	-5%	0%
CC(=O)c1c(C)[nH]c(C(=O)CSc2nnc(-c3ccco3)o2)c1C	-15%	-27%	-17%	?	?	-6%	4%	-10%	-8%
Cc1ccc(NC(=O)CSc2nnc(-c3cccnc3)s2)cc1	29%	20%	7%	79µM*	27%	4%	0%	-18%	2%
Cc1noc(/C=C/c2ccco2)c1S(=O)(=O)N1CCC(C(=O)Nc2ccc(F)cc2F)CC1	-3%	·	-5%	-8%[59 µM]	-14%	-4%	33%	5%	·
O=C(NCCNC(=O)c1cc(F)cc(F)c1)c1cc(F)cc(F)c1	23%	-11%	6%	1%	23%	-4%	-24%	-5%	35%
COCCN(C(=O)COC(=O)c1ccccc1NCc1ccco1)c1c(N)n(Cc2ccccc2)c(=O)[nH]c1=O	·	-30%	-10%	79µM*	-27%	·	·	-18%	-7%
Cc1cc(C)cc(NC(=O)Cn2nnc(C(=O)Nc3cc(C)cc(C)c3)c2N)c1	10%	·	4%	6%[59 µM]	19%	-5%	26%	-14%	·
CCOc1ccc(-c2nonc2NC(=O)c2oc3c(C)c(C)ccc3c2C)cc1OCC	-10%	1%	0%	9%[59 µM]	-13%	-5%	-3%	-17%	·
Cc1ccc(S(=O)(=O)NC(=O)c2cccc(C)c2)cc1	-6%	-4%	1%	·	-8%	1%	-1%	-6%	-8%
COc1ccc(NC(=O)c2cccc([N+](=O)[O-])c2)cc1	-7%	24%	-5%	?	87%[activator]	-1%	28%	-18%	7%
COc1ccc(/C=C\C(=O)Oc2cccc(/C=N/NC(=O)Cc3ccc(OC)c(OC)c3)c2)cc1	?	-23%	-8%	14%[59 µM]	10%	-10%	-3%	-17%	5%
NC(=O)NC(=O)CSc1nc2cc([N+](=O)[O-])ccc2n1-c1cccc(C(F)(F)F)c1	?	-13%	-13%	22%[12.7 µM]	15%	-4%	?	-1%	-3%

A few values from the list.
APEX1 inh with O=C(NCCNC(=O)c1cc(F)cc(F)c1)c1cc(F)cc(F)c1 reads 35%
Apoferritin bind with Cc1ccc(/C(=C\CN2CCCC2)c2ccccn2)cc1 reads 1%&-5%&4%&-6%
Pol eta inh with NC(=O)NC(=O)CSc1nc2cc([N+](=O)[O-])ccc2n1-c1cccc(C(F)(F)F)c1 reads -1%

The results go on:
SMILES	Apoferritin bind	BAZ2B block	Pol kappa inh	G9a block	Pol iota inh	BLM helicase inh	Pol beta inh	Pol eta inh	APEX1 inh
N#CC(C#N)=C1C=CC=CN1/C(=C\c1ccco1)C(=O)c1ccc(-c2ccccc2)cc1	-13%	?	-27%	-28%[59 µM]	?	-13%	0%	?	-2%
COc1ccc(C(=O)N/C(=C/c2cccs2)C(=O)NCCCn2ccnc2)cc1OC	-9%	-36%	-8%	71%[activator][59 µM]	24%	1%	17%	-18%	0%
Cc1ccc(OCCC(=O)OCC(=O)NC(=O)NC2CCCCC2)cc1	·	12%	-15%	8%	7%	·	·	-7%	-8%
CC(=O)NCCNc1ncnc2ccc(-c3cccc(NS(C)(=O)=O)c3)cc12	·	·	1%[60.1 µM]	28%[0.501 µM]	·	-4%	·	·	-7%
CCC(=O)N1c2ccccc2CC1C(=O)N1CCN(c2cccc(Cl)c2)CC1 (centres undefined)	-6%	-4%	-6%[60.1 µM]	8%[12.7 µM]	16%	-1%	0%	-16%	·
Cn1cc([N+](=O)[O-])c(C(=O)NCc2cc3ccccc3[nH]2)n1	7%	3%	-3%	-5%[59 µM]	14%	1%	-3%	-13%	0%
Cc1ccc(NS(=O)(=O)c2ccc(C(=O)N3CCCN(C)CC3)cc2)cc1	-14%	14%	0%	-13%[59 µM]	8%	3%	4%	-7%	-1%
Cc1ccccc1-c1cc(NCc2cccnc2)ncn1	·	·	1%[60.1 µM]	10%[0.501 µM]	·	0%	·	·	-5%
COc1ccc(OC)c(NC(=O)c2cccnc2Sc2cc(C)ccc2C)c1	-20%	?	-11%	1%[59 µM]	4%	-10%	22%	?	-9%
COc1ccccc1NS(=O)(=O)c1ccc(C(=O)NCC(c2ccccc2OC)N(C)C)cc1 (centres undefined)	2%	2%	-8%	25%	-9%	-1%	24%	-13%	25%
CCN(CC)CCC(c1ccc(N(C)C)cc1)c1c(OC)cc(OC)c2c(-c3ccccc3)cc(=O)oc12 (centres undefined)	?	32µM*	4%&2%	?	10%&27%	-10%&-3%	-23%	-14%	-1%&7%
CC(=O)c1cccc(NC(=O)Nc2nc(C)cc(C)n2)c1	-2%	-9%	2%	·	17%	-1%	3%	7%	-13%
Cc1ccc(S(=O)(=O)NN2C(=O)c3ccccc3NC2c2ccccn2)cc1 (centres undefined)	4%	-14%	-9%	-2%	39%[activator]	-5%	2%	-3%	?
Cc1cc(C)c(C2=CSC3=NS(=O)(=O)CCN23)c(C)c1	-7%	-2%	-11%	9%	81%	-1%	3%	8%	-1%
Clc1nc(-c2ccccc2)c2ccccc2n1	-6%	11%	1%	-11%	46%[activator]	-6%	10%	-1%	3%
CCOc1ccccc1NC(=O)CSc1nnc2c(CC)c(C)nc(N)n12	2%	-1%	-2%	13%[59 µM]	0%	3%	-8%	-3%	3%
Cc1cccc(-n2c(Cc3cc(=O)[nH]c(=O)[nH]3)nnc2SCC(=O)NCC2CCCO2)c1 (centres undefined)	6%	-2%	4%	-12%	-3%	1%	25%	-9%	-2%
CSc1cccc(NC(=O)CN(c2cc(C)ccc2C)S(C)(=O)=O)c1	-17%	5%	4%	25%	-19%	-8%	0%	-17%	-1%

Molecules above that have an NH in an aromatic ring (five):
SMILES	Apoferritin bind	BAZ2B block	Pol kappa inh	G9a block	Pol iota inh	BLM helicase inh	Pol beta inh	Pol eta inh	APEX1 inh
C(=C\CSc1ncn[nH]1)/CSc1ncn[nH]1	-10%	-6%	5%	8%[2.33 µM]	2%	-2%	-17%	-8%	1%
CC(=O)c1c(C)[nH]c(C(=O)CSc2nnc(-c3ccco3)o2)c1C	-15%	-27%	-17%	?	?	-6%	4%	-10%	-8%
COCCN(C(=O)COC(=O)c1ccccc1NCc1ccco1)c1c(N)n(Cc2ccccc2)c(=O)[nH]c1=O	·	-30%	-10%	79µM*	-27%	·	·	-18%	-7%
Cn1cc([N+](=O)[O-])c(C(=O)NCc2cc3ccccc3[nH]2)n1	7%	3%	-3%	-5%[59 µM]	14%	1%	-3%	-13%	0%
Cc1cccc(-n2c(Cc3cc(=O)[nH]c(=O)[nH]3)nnc2SCC(=O)NCC2CCCO2)c1 (centres undefined)	6%	-2%	4%	-12%	-3%	1%	25%	-9%	-2%

These rows are one share of the data; count on the stated rates, not on these rows.
